Source: PubChem BioAssay
hcGAS inh: human cGAS inhibition; inhibition, % at 12.5 µM; recombinant h-cGAS, ATP depletion, Kinase-Glo luminescence; AID 1259398; hit rate 0.081% among 290,000; Q8N884;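 note: 0% = vehicle reaction and 100% = reaction without DNA for no activity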
Target sequence (Q8N884 whole entry, looked up): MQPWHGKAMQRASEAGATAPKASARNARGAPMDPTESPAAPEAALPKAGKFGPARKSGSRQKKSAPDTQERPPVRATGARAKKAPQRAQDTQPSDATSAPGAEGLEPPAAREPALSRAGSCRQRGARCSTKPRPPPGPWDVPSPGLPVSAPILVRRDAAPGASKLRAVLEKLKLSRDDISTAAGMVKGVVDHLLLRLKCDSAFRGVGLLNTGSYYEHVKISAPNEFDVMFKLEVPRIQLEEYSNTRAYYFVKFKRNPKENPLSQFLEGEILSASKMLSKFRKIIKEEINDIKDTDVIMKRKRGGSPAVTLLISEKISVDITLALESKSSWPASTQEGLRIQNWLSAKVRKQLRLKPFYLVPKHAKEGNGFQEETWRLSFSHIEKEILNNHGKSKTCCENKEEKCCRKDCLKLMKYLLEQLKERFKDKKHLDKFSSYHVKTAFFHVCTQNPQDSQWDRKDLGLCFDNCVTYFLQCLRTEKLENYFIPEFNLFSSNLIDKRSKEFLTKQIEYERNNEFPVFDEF
mcGAS lum: blocks mouse cGAS activity; Q8C6L5; recombinant cGAS, Kinase-Glo ATP depletion luminescence; inhibition, % at 12.5 µM; hit rate 0.15% among 160,000; AID 1259399;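 note: 0% = negative control wells and 100% = reference inhibitor with no enzyme activity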
NPYLR7 ag: activates Aedes aegypti NPYLR7 receptor | HEK293T NPYLR7/Galpha15, GCaMP6s calcium fluorescence | activation, % at 10 µM | hit rate 0.15% among 270,000; in the data active = activation above about 40%;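 note: 0% = vehicle and 100% = reference agonist at the receptor; some compounds past the cut are filed as inactive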
An asterisk follows results filed as active; · = not tested or not shown; & = joins results of further samples. Cut-off read from the data, not from the text of the source, unless noted: active = inhibition above about 40%; inactive = the rest.

(1) CC(N)(C#N)Cn1cc(Br)cn1 (stereo not given)
(2) CCOc1ccc2ccccc2c1C1Nc2ccccc2-c2nnc(SCC)nc2O1 (stereo not given)
(3) COCc1nnc(C(=O)N2CCC(C(=O)OC)(c3ccccc3)C2)o1 (stereo not given)
(4) O=c1cc(CSc2ccc(S(=O)(=O)N3CCCC3)cn2)nc2sccn12
(5) CC(C)(C)c1ccc(C2c3ccsc3CCN2C(=O)CN(C(=O)c2ccc(Cl)cc2Cl)C2CC2)cc1 (stereo not given)
compound no.,1,2,3,4,5
hcGAS inh,2,-2,-8,-3,18
mcGAS lum,3,-3,·,·,-6
NPYLR7 ag,10,3,8,7,·

(6) Fc1ccc(CSC2=NCCN2)c(Br)c1
(7) C=CCOC(=O)C1C(C)=Nc2nc(SCCC)[nH]c(=O)c2C1c1sccc1C (stereo not given)
(8) Cc1ccc(S(=O)(=O)Oc2ccccc2-c2nc3cc(Cl)ccc3o2)cc1
(9) Cn1c(=O)c2c(nc3oc(-c4ccc(F)cc4)cn32)n(C)c1=O
(10) C=CCN(CC(=O)N1CCc2sccc2C1c1ccc(F)cc1)C(=O)CCC(=O)OCC (stereo not given)
compound no.,6,7,8,9,10
hcGAS inh,-5&-5,-4,-2,2,-8
mcGAS lum,·,-8,-9,-2,-7
NPYLR7 ag,9&-3,-2,·,1,-4

(11) CC(CCNS(=O)(=O)c1ccc(S(N)(=O)=O)cc1)c1ccccc1 (stereo not given)
(12) CC(C)n1c2c(=O)n(C)c(=O)n(C)c2n2c(-c3ccc(Cl)cc3)nnc12
(13) CC(=O)c1cc(Br)ccc1OCc1nc(N)nc(Nc2ccccc2C)n1
(14) CCc1ncc(C(=O)NCCNc2ncccc2C(F)(F)F)s1
(15) CC(C)SC(NC(=O)OCc1ccccc1)C(=O)NCCCN1CCOCC1 (stereo not given)
compound no.,11,12,13,14,15
hcGAS inh,-5,-2,-7,-2,0
mcGAS lum,·,·,-6,·,-3
NPYLR7 ag,14,1,0,1,-12

(16) COc1cc(OC)cc(C(=O)N2CCCN(C(=O)CCN3CCc4sccc4C3c3ccccc3)CC2)c1 (stereo not given)
(17) COCC(=O)N[C@H]1C[C@@H](CO)N(Cc2cn(C)nc2C)C1
(18) CC(=O)N1N=C2CC(C)(C)OCC2C1c1ccccc1 (stereo not given)
(19) COc1ccc(-c2cnc3ncnn3c2N2CCN(C(=O)c3ccc(Cl)cc3)CC2)cc1OC
(20) CCOc1ccccc1N1C(=O)CSC1c1ccc(NC(=O)c2ccccc2Br)cc1 (stereo not given)
compound no.,16,17,18,19,20
hcGAS inh,0,-6,-17,-6,-4
mcGAS lum,-4,-4,-7,-6,-3
NPYLR7 ag,8,·,0,4,9

(21) CC(CC(=O)Oc1ccccc1-c1nc2ccc(Br)cn2c1NC1CCCCC1)CC(C)(C)C (stereo not given)
(22) CN(C)CCCn1c2c(c(SCC(=O)Nc3ccccc3)nc1=O)CCC2
(23) CCOc1ccc(N=C(C)CC)c(C2COC(=O)C2=N)c1 (stereo not given)
(24) C#CC(C)(C)OC(=O)c1ccccc1C(=O)O
(25) CCCNC(=O)N1CCN(c2ccccc2CC)C(=O)C1C (stereo not given)
compound no.,21,22,23,24,25
hcGAS inh,-9,-3,3,5,-6
mcGAS lum,-6,-8,·,·,-6
NPYLR7 ag,0,-1,12,-7,23

(26) CCc1ccc(S(=O)(=O)N2CCN(c3ncnc4c3nnn4CC)CC2)s1
(27) Cc1ccc(-n2nc(C(=O)NCCN3CCOCC3)c(=O)n(Cc3cccc(C)c3)c2=O)cc1
(28) CC(C)(O)C#Cc1ccc(-c2nc(C3CC3)nn2-c2ccccc2)o1
(29) Cc1ccc(F)cc1C(=O)Nc1nc(C)c(C)s1
(30) O=C(O)c1nn(C2CCOC2=O)c(=O)c2ccccc12 (stereo not given)
compound no.,26,27,28,29,30
hcGAS inh,-2,-2,-3,-19,-4
mcGAS lum,·,-3,-13,-9,·
NPYLR7 ag,1,16,21,-1,0

(31) CC(C)c1ccc(CC(=O)N2CCC2(C)C(=O)Nc2cc(C(C)(C)C)nn2C)cc1 (stereo not given)
(32) CCc1nnc(NC(=O)C(C)Oc2cccc(C)c2)s1 (stereo not given)
(33) CC1(C)C2OCCCC2C1OC(=O)C1CCN(CC(F)(F)F)CC1 (stereo not given)
(34) Clc1ccc(OCc2nc3ccccc3n2CC2CC2(Cl)Cl)cc1 (stereo not given)
(35) Cc1nc2c(N3CCC(c4cc(-c5ccco5)n[nH]4)CC3)ncnc2o1
compound no.,31,32,33,34,35
hcGAS inh,-9,-6,-5,-8,-8
mcGAS lum,·,·,·,-6,·
NPYLR7 ag,3,-5,7,-1,10

A different layout for part of the listing above:
10	C=CCN(CC(=O)N1CCc2sccc2C1c1ccc(F)cc1)C(=O)CCC(=O)OCC (stereo not given)
  hcGAS inh: -8
  mcGAS lum: -7
  NPYLR7 ag: -4
11	CC(CCNS(=O)(=O)c1ccc(S(N)(=O)=O)cc1)c1ccccc1 (stereo not given)
  hcGAS inh: -5
  mcGAS lum: ·
  NPYLR7 ag: 14
12	CC(C)n1c2c(=O)n(C)c(=O)n(C)c2n2c(-c3ccc(Cl)cc3)nnc12
  hcGAS inh: -2
  mcGAS lum: ·
  NPYLR7 ag: 1
13	CC(=O)c1cc(Br)ccc1OCc1nc(N)nc(Nc2ccccc2C)n1
  hcGAS inh: -7
  mcGAS lum: -6
  NPYLR7 ag: 0

(cont.)
(36) O=C1c2cccc3cccc(c23)N1Cn1c(=S)sc2ccccc21
(37) O=C(O)CN1C(=O)/C(=C\c2ccc(OC(=O)c3ccc(Cl)cc3)cc2)SC1=S
(38) Cc1ccccc1-c1cccc(C(=O)NCC2CC(=O)N(C3CC3)C2)c1 (stereo not given)
(39) O=C(CNC(=O)c1ccc(Br)o1)NCCc1ccccn1
(40) CC(=O)N(c1cc2sc(=O)oc2c2ccccc12)S(=O)(=O)c1ccc(C)cc1
compound no.,36,37,38,39,40
hcGAS inh,0,9,-7,-3,-5
mcGAS lum,·,1,·,·,-5
NPYLR7 ag,4,20,5,12,-6

The list goes on; it opens with the 2 that closed the last part.
(39) O=C(CNC(=O)c1ccc(Br)o1)NCCc1ccccn1
(40) CC(=O)N(c1cc2sc(=O)oc2c2ccccc12)S(=O)(=O)c1ccc(C)cc1
(41) FC(F)(F)c1cccc(C2c3cccn3CCCN2Cc2ccoc2)c1 (stereo not given)
(42) COc1ccc(Cl)cc1N1CCN(C(=O)NC(C)(C)C)C(C)C1=O (stereo not given)
(43) O=[N+]([O-])c1ccc(S(=O)(=O)NCc2ccc3c(c2)OCO3)cc1
(44) N#CCCn1cc(/C=C/C(=O)N2CCCCC2)c2ccccc21
(45) COCCN(CC1CCCN(C2Cc3ccccc3C2)C1)C(=O)Cn1nc2ccccc2n1 (stereo not given)
compound no.,39,40,41,42,43,44,45
hcGAS inh,-3,-5,-5,-3,-5,-8,-8
mcGAS lum,·,-5,-5,-7,·,·,-10
NPYLR7 ag,12,-6,2,-4,6,9,2

(46) Cc1cc(NC(=O)N(C)CCOc2cccc(Cl)c2)no1
(47) CCc1nc2n(n1)C(=O)C(C(c1cccc(F)c1)N1CCCCC1)S2 (stereo not given)
(48) O=C(COc1ccc2ccccc2c1)N=C1N=C2C=CC(Br)=CN2Cc2ccccc21
(49) Cc1ccc(C(=O)OC2CSC2)cc1
(50) CC(CCC(C)C)=NNc1nc2ccccc2[nH]1
compound no.,46,47,48,49,50
hcGAS inh,-3,-6,-7,0,-11
mcGAS lum,-8,-7,-7,-4,-9
NPYLR7 ag,16,2,4,-8,14

(51) Fc1ccc(CCC2CCCN(C3CCN(Cc4ccccn4)CC3)C2)cc1 (stereo not given)
(52) CC(=O)Oc1c(-c2ccc(NC(=O)c3ccccc3Cl)cc2)c(-c2ccc(F)cc2)nn1-c1cc(C)ccc1C
(53) CN(C)CC#CCC1(O)c2ccccc2-c2ccccc21
(54) CCOc1ccccc1-c1cc2c(cc1C(N)=O)OCO2
(55) COc1ccc(-c2noc(-c3cc(OC)cc(OC)c3)n2)cc1
compound no.,51,52,53,54,55
hcGAS inh,-2,-8,-10,-7,-9
mcGAS lum,-10,-3,-3,·,·
NPYLR7 ag,-3,14,2,12,14

(56) CCC(NC(=O)CCNC(=O)c1ccccc1F)c1cc(C)ccn1 (stereo not given)
(57) O=C(NCC1Cc2cc(Oc3ccccc3)ccc2O1)c1ccc([N+](=O)[O-])o1 (stereo not given)
(58) O=[N+]([O-])c1ccc(S(=O)(=O)Nc2ccc(SC(F)F)cc2)cc1
(59) CCC1(C)COC(c2ccccc2)(c2ccccc2)OC1
(60) O=C(NCCc1cc(Cl)cc(Cl)c1)c1cc[nH]c(=O)c1
compound no.,56,57,58,59,60
hcGAS inh,0,-1,-4,7,-4
mcGAS lum,-9,-5,-5,·,·
NPYLR7 ag,-6,13,4,-3,4

(61) CNC(=O)NC(=O)C(C)Sc1nnc(-c2ccco2)n1CCC(N)=O (stereo not given)
(62) C(=C\c1ccccc1)/CN1CCC(Cc2nncn2-c2ccccc2)CC1
(63) CCC(NC(=O)c1noc(C)c1CO)c1nc(C)c(C)s1 (stereo not given)
(64) CCC(CO)[n+]1c(C)cc(C=C2Sc3ccccc3N2CC)cc1C (stereo not given)
(65) CCC(C)NC(=O)c1ccc(CSc2nnc(-c3cccs3)n2-c2ccc(C)cc2)cc1 (stereo not given)
compound no.,61,62,63,64,65
hcGAS inh,0,-4,-1,-1,0
mcGAS lum,·,·,·,·,-7
NPYLR7 ag,2,14,-7,57*,17

(66) Cc1ccc2nc(COC(=O)C=Cc3ccc(Br)o3)cc(=O)n2c1
(67) Cc1ccc(Cc2nc(CSCc3ccc(F)cc3)cs2)cc1
(68) COc1cc(C(O)=C(C#N)C(=O)CC(C)(C)C)ccc1C
(69) Cc1[nH]cnc1CNC1CC(=O)N(Cc2ccccc2C(F)(F)F)C1 (stereo not given)
(70) CC(C)NC(=O)C1(C)CCN1C(=O)c1ccno1 (stereo not given)
compound no.,66,67,68,69,70
hcGAS inh,-5,-5,-8,-6,-13
mcGAS lum,·,-6,·,-13,-8
NPYLR7 ag,3,7,5,6,6

(71) O=C1CCC(C(=O)N2CCC(c3nc4ccccc4o3)CC2)CN1CCN1CCOCC1 (stereo not given)
(72) CN(Cc1nccn1Cc1ccccc1F)C(=O)C1CC1
(73) COc1cccc(-c2ccc3nnc(SCC(=O)N4CCN(c5ccccc5)CC4)n3n2)c1
(74) NC(=O)COc1ccc(Cl)cc1-c1nccn1Cc1ccsc1
(75) OC(CCl)C12CC3CC(CC(C3)C1)C2 (stereo not given)
compound no.,71,72,73,74,75
hcGAS inh,-8,-3,-1,-12,-11
mcGAS lum,·,-3,0,·,-5
NPYLR7 ag,2,0,-21,10,·

Four entries from above in a different format.
Value order: hcGAS inh | mcGAS lum | NPYLR7 ag
71. O=C1CCC(C(=O)N2CCC(c3nc4ccccc4o3)CC2)CN1CCN1CCOCC1 (stereo not given)
→ -8 | · | 2
73. COc1cccc(-c2ccc3nnc(SCC(=O)N4CCN(c5ccccc5)CC4)n3n2)c1
→ -1 | 0 | -21
72. CN(Cc1nccn1Cc1ccccc1F)C(=O)C1CC1
→ -3 | -3 | 0
74. NC(=O)COc1ccc(Cl)cc1-c1nccn1Cc1ccsc1
→ -12 | · | 10

(further entries)
(76) CSc1ccccc1C(=O)C1CCCN(C(=O)c2cccc(C(F)(F)F)c2)C1 (stereo not given)
(77) CNS(=O)(=O)c1ccc(OC)c(N(C)S(C)(=O)=O)c1
(78) O=C(CSc1nnc(-c2ccc(Cl)cc2)n1-c1ccccc1)N/N=C\c1cccc(Br)c1
(79) Cc1ccccc1C1=NC(C)(CC(=O)NCc2nccs2)ON1C (stereo not given)
(80) CCCCN(CC(=O)N1c2ccccc2-n2cccc2C1c1cc(OC)ccc1OC)C(=O)COc1ccccc1 (stereo not given)
compound no.,76,77,78,79,80
hcGAS inh,-6,-8,-5,-7,-4
mcGAS lum,-9,·,-6,·,-5
NPYLR7 ag,14,9,11,8,7

(81) COC(=O)c1cc2c(C(F)(F)F)cc(N3CCCC3)nc2s1
(82) CN(Cc1cccc(C#N)c1)C(=O)c1cc2c(s1)CCCCCC2
(83) CC(C)N(CC(=O)N1CCc2sccc2C1c1ccc(F)cc1)C(=O)c1cc(C(F)(F)F)cc(C(F)(F)F)c1 (stereo not given)
(84) Cc1cc(CSc2nc3sc4c(c3c(=O)n2CC2CCCO2)CCCC4)on1 (stereo not given)
(85) Cc1ccccc1C1SCC(=O)N1CC(=O)O (stereo not given)
(86) COc1ccc(C(=O)N2CCN(c3nc(C)nc(C)c3Cc3cccc(C(F)(F)F)c3)CC2)cc1
(87) CCCSc1nc2nc3c(cn2n1)C(=O)CC(c1ccco1)C3 (stereo not given)
compound no.,81,82,83,84,85,86,87
hcGAS inh,-10,-11,-3,2,-1,-6,-6
mcGAS lum,·,·,-6,·,-5,-9,·
NPYLR7 ag,10,7,20,2,-1,2,11
